Compound activity: PubChem, Southern Research Specialized Biocontainment Screening Center
inhibitors of VEEV – inhibitors of VEEV TC-83 cytopathic effect, confirmation, Vero cells (AID 588727); 350,000 tested, 0.13% active; one-dose inhibition, % at 20 µM; IC50 in µM for titrated hits; Vero cells, VEEV TC-83 cytopathic effect inhibition; higher % means a stronger effect; in the data active means a potency from the dose series; inconclusive means inhibition mostly from about 14% at the one dose, without a potency; inactive means the rest, 99 in 100 with inhibition below about 12%; further: strong numbers were not always called active
H1N1 NS1A inhibition – NS1A inhibition, H1N1 influenza, cell based functional assay (AID 504329) | 340,000 tested, 0.3% active | one-dose inhibition, % at 12.5 µM; IC50 in µM for titrated hits | NS1A functional cell-based assay, percent inhibition; higher % means a stronger effect; in the data active means a potency from the dose series; inconclusive means inhibition above about 27% without an active follow-up result; further: strong numbers were not always called active
Salmonella PhoP GFP – PhoP regulon inhibitors, Salmonella typhi PhoP promoter GFP reporter, confirmatory (AID 1850); inhibition, % at 50 µM, or IC50 in µM where a hit was titrated; Salmonella Typhi PhoP-promoter GFP reporter, fluorescence, 4 h; higher % means a stronger effect; 310,000 tested, 0.33% active; in the data active means a potency from the dose series; inconclusive means inhibition mostly from about 25% at the one dose, without a potency; inactive means the rest, 99 in 100 with inhibition below about 19%;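 further: 0% = induced wells with vehicle and 100% = uninduced wells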
tuberculosis growth – growth inhibition of non-replicating M. tuberculosis (AID 488890). one-dose inhibition, % at 25 µM; IC50 in µM for titrated hits. Mycobacterium tuberculosis non-replicating, growth inhibition; higher % means a stronger effect. 320,000 tested, 0.39% active; in the data active means a potency from the dose series; inconclusive means inhibition mostly from about 82% at the one dose, without a potency; inactive means the rest, 99 in 100 with inhibition below about 76%;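 further: plate controls were DMSO cells for no effect and high antibiotic wells for full effect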
H37Rv inhibition – M. tuberculosis growth inhibition, HTS (AID 449762) | M. tuberculosis H37Rv growth inhibition, 7H9 media; higher % means a stronger effect | one-dose inhibition, % at 25 µM; IC50 in µM for titrated hits | 330,000 tested, 0.59% active; in the data active means a potency from the dose series; inconclusive means inhibition above about 70% without an active follow-up result;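 further: bacterial growth assessed after seven days of incubation; strong numbers were not always called active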
inhibitors of VEEV 10K pilot screen – recorded beside inhibitors of VEEV, whose call it bears; inhibition, %; measured here: 10K pilot screen inhibition
Starred values were filed as active, the others as inactive; i = inactive; ? = inconclusive; . = not tested or not shown; & = joins results of further samples.

SMILES | inhibitors of VEEV | H1N1 NS1A inhibition | Salmonella PhoP GFP | tuberculosis growth | H37Rv inhibition | others
O=C(Nc1ccccc1F)c1ccc2nc(N3C(=O)CCC3=O)sc2c1 | 2.5% | 2.2% | -10.2% | 1.7% | -18.8%
CCN(CC)CCCNC(=O)c1cc2c(=O)[nH]c3ccc(C)cc3c2s1 | 1.9% | 2.8% | 7.5% | 2.9% | -2.5%
CCOC(=O)NN=C1c2ccccc2-c2ccccc21 | 0.1% | -12.7% | -4.0% | 59.7% | 0.1%
Cc1[nH]c(C)c(S(=O)(=O)N(C)Cc2ccccc2)c1C(=O)N1CCCC1 | 2.4% | 6.7% | 5.1% | -2.4% | 8.9%
O=[N+]([O-])c1c(Nc2ccc(O)cc2)cc(N2CCOCC2)c2nonc12 | 5.5% | 11.5% | -0.1% | 12.8% | 6.4%
COC(=O)C(C(=O)OC)c1ccc(N)cc1 | 0.7% | -1.2% | 5.3% | -1.0% | 37.9%
O=C(O)CCC(=O)N1c2ccccc2NC2=C(C(=O)CC(c3ccc(F)cc3)C2)C1c1ccc([N+](=O)[O-])o1 (stereo not given) | 2.1% | -5.9% | -2.9% | 8.7% | -0.9%
CCC/C(O)=C1\C(=O)CC(C)(C)CC1=Nc1ccccc1OC | 7.3% | 4.3% | -2.1% | 24.1% | 3.3%
c1ccc(-n2ncc3c2ncn2cnnc32)cc1 | 0.6% | -0.8% | 2.0% | -7.3% | 1.5%
Cc1ccc(C(C(=O)NCc2ccco2)N(CC2CCCO2)C(=O)Cn2nnc3ccccc32)cc1 (stereo not given) | 1.8% | -5.3% | 6.8% | -15.1% | -0.1%
COc1cc(NC(=O)Cc2ccc(Cl)cc2)ccc1NC(=O)c1ccco1 | 1.6% | 3.0% | 0.4% | 10.7% | 7.2%
CC1CCCCC1NC(=O)COC(=O)Cc1ccc(Br)cc1 (stereo not given) | 1.7% | -4.8% | 3.5% | 56.5% | 4.2%

Sorted by molecular weight (ascending): some entries from above
SMILES | inhibitors of VEEV | H1N1 NS1A inhibition | Salmonella PhoP GFP | tuberculosis growth | H37Rv inhibition | others
c1ccc(-n2ncc3c2ncn2cnnc32)cc1 | 0.6% | -0.8% | 2.0% | -7.3% | 1.5%
CCN(CC)CCCNC(=O)c1cc2c(=O)[nH]c3ccc(C)cc3c2s1 | 1.9% | 2.8% | 7.5% | 2.9% | -2.5%
O=C(O)CCC(=O)N1c2ccccc2NC2=C(C(=O)CC(c3ccc(F)cc3)C2)C1c1ccc([N+](=O)[O-])o1 (stereo not given) | 2.1% | -5.9% | -2.9% | 8.7% | -0.9%

Continued.
SMILES | inhibitors of VEEV | H1N1 NS1A inhibition | Salmonella PhoP GFP | tuberculosis growth | H37Rv inhibition | others
COc1ccc(C2=CC(=O)C[C@H](c3ccc(F)cc3)C2)cc1F | 0.7% | 6.6% | . | 43.8% | 40.2%
O=C(NCc1ccc(Cl)cc1)C1CCN(c2cnccn2)CC1 | 0.6% | 1.8% | 2.5% | -3.4% | 1.7%
CCc1ccc(CNC(=O)C2CCN(c3nnc(C)c4c(C)n(-c5ccc(C)cc5)nc34)CC2)cc1 | ? | 0.5% | -8.0% | 7.2% | 8.2%
CCc1nnc(NC(=O)Cn2nc(-c3ccccc3OC)ccc2=O)s1 | i | 5.8% | 14.7% | 7.7% | -7.2%
Fc1cccc(Nc2nc(Cl)nc(Cl)n2)c1 | 0.3% | 17.9% | -6.7% | 0.1% | -0.3%
Fc1ccccc1-n1[nH]nnc1=S | 7.9% | 11.8% | -2.6% | 24.3% | 2.2%
CCc1ccc(NC(=O)CNC(=O)Cn2ccc3ccccc3c2=O)cc1 | 0.8% | -14.1% | -6.7% | -13.7% | -1.9%
N=c1ccn2c(n1)OC1C(O)C(CO)OC12 (stereo not given) | 0.5% | -24.1% | 10.0% | -14.8% | 0.1%
COc1ccc(N2C(=O)C3CCCN3C2c2ccccc2)cc1Cl (stereo not given) | 5.8% | -4.5% | -15.6% | 5.2% | 26.8%
O=C(CSc1ccccc1)NNC(=O)c1ccccc1O | 2.7% | -11.3% | 15.9% | -10.1% | -2.3%
CCCCn1c(=O)nc2n(-c3ccccc3C)c3ccccc3cc-2c1=O | 1.7% | -9.9% | 3.6% | 23.7% | -4.7%
Cc1cc2cc3c(cc2nc1SCC(=O)N1CCOCC1)OCO3 | i | 6.9% | 2.8% | -10.5% | -0.3%
Cc1ncoc1C(=O)NC1CC(C)(C)Cc2c1cnn2-c1ccc(F)cc1 (stereo not given) | i | -4.7% | -6.6% | 3.6% | -19.2%
O=C(CCN1C(=O)C2C3C=CC(C3)C2C1=O)NCC1CCCO1 (stereo not given) | 3.7% | -1.1% | 0.4% | -3.1% | 3.0%
COc1ccc(CCNC(=O)/C=C/c2ccc(C)cc2)cc1OC | 4.1% | 5.8% | 4.1% | 22.8% | 9.2%
CCC(=O)Oc1ccc2c(C)c(Cl)c(=O)oc2c1 | i | 1.8% | 6.6% | 44.5% | 0.7%
COc1cccc(OC)c1C(=O)Nc1ccc(N2CCN(C(=O)c3cccs3)CC2)cc1 | 5.5% | 16.1% | -8.5% | 29.6% | -4.3%
Cc1cc(Cl)ccc1OC(C)C(=O)OCC(=O)c1ccc[nH]1 (stereo not given) | 2.4% | -5.7% | . | 78.5% | 51.5%
COCCNC(=O)COc1ccc(C)cc1C | i | -4.5% | 22.9% | -13.8% | -3.7%
CCOC(=O)c1nnc2cc(-c3ccc(Br)cc3)nn2c1C | 0.7% | -21.7% | -2.6% | -5.8% | -0.7%
CCCCC(=O)Nc1ccc(NC(=O)c2ccccc2OC)cn1 | i | -2.1% | 3.9% | 0.8% | 0.8%
CC(=O)N1CCc2cc(S(=O)(=O)CCC(=O)NCc3ccc(Cl)cc3)ccc21 | i | 10.9% | -22.5% | 14.0% | 13.2%
Cc1ccc2[nH]c(=O)c(CN(Cc3cccnc3)C(=O)c3ccncc3)cc2c1 | 2.2% | -2.0% | -1.6% | 7.8% | -5.2%
Cc1cccc(CCNc2nc3ccccc3n3nnnc23)c1 | 0.7% | 2.8% | -3.7% | -3.1% | -4.1%
O=C(c1c[nH]c(C(=O)N2CCN(c3ccccc3F)CC2)c1)c1cccc(Cl)c1Cl | 10.4% | 5.8% | . | . | .
O=C(CCC(=O)N1CCN(c2ccccn2)CC1)c1cccs1 | 0.4% | -7.3% | . | . | -6.3%
COC(=O)c1sc(NC(=O)c2oc3ccccc3c2C)nc1C | 0.2% | 0.1% | -5.9% | -12.9% | 7.1%
O=C1CCCCC1C(=O)c1ccccc1 (stereo not given) | i | . | -3.4% | -32.5% | 3.7%
O=C(CC(=O)c1ccccc1)Nc1ccccn1 | 0.7% | 1.5% | 3.2% | 7.2% | -7.1%
COc1cccc(-c2nc(CS(=O)(=O)CC(=O)NCCCOC(C)C)c(C)o2)c1 | 1.2% | -1.4% | 4.4% | 3.0% | -3.7%
O=C(NC(=S)N1CCCCC1)c1cccs1 | i | 14.3% | -1.8% | ? | 4.8%
Cc1cc(C)n(CCCNCC(O)c2ccccc2)n1 (stereo not given) | 1.4% | 0.3%&-6.5% | 5.0% | -15.6% | -3.0%
CCOC(CNC(=O)c1ccc(CNC(=O)c2ccc(OC)c(OC)c2)cc1)OCC | 0.2% | 3.9% | 4.2% | 8.6% | -3.3%
COC(=O)c1ccc(N2CCOCC2)c(NC(=O)Nc2cccc(OC)c2)c1 | 8.7% | 1.7% | -4.8% | . | -12.1%
Cc1nn(C(C)C(=O)O)c2ccccc12 (stereo not given) | 3.2% | -1.3% | 3.2% | -11.4% | 2.4%
CC(=O)N1CCC(=NNc2nc3ccccc3[nH]2)CC1 | 2.3% | . | 7.3% | 1.6% | -3.5%

By substructure: those above containing fluorine (7)
SMILES | inhibitors of VEEV | H1N1 NS1A inhibition | Salmonella PhoP GFP | tuberculosis growth | H37Rv inhibition | others
O=C(Nc1ccccc1F)c1ccc2nc(N3C(=O)CCC3=O)sc2c1 | 2.5% | 2.2% | -10.2% | 1.7% | -18.8%
O=C(O)CCC(=O)N1c2ccccc2NC2=C(C(=O)CC(c3ccc(F)cc3)C2)C1c1ccc([N+](=O)[O-])o1 (stereo not given) | 2.1% | -5.9% | -2.9% | 8.7% | -0.9%
COc1ccc(C2=CC(=O)C[C@H](c3ccc(F)cc3)C2)cc1F | 0.7% | 6.6% | . | 43.8% | 40.2%
Fc1cccc(Nc2nc(Cl)nc(Cl)n2)c1 | 0.3% | 17.9% | -6.7% | 0.1% | -0.3%
Fc1ccccc1-n1[nH]nnc1=S | 7.9% | 11.8% | -2.6% | 24.3% | 2.2%
Cc1ncoc1C(=O)NC1CC(C)(C)Cc2c1cnn2-c1ccc(F)cc1 (stereo not given) | i | -4.7% | -6.6% | 3.6% | -19.2%
O=C(c1c[nH]c(C(=O)N2CCN(c3ccccc3F)CC2)c1)c1cccc(Cl)c1Cl | 10.4% | 5.8% | . | . | .

More results
SMILES | inhibitors of VEEV | H1N1 NS1A inhibition | Salmonella PhoP GFP | tuberculosis growth | H37Rv inhibition | others
CCC(c1nnnn1CC1CCCO1)N(CCCO)Cc1cc2cccc(C)c2[nH]c1=O (stereo not given) | 4.8% | 1.5% | -4.5% | 13.7% | -0.8%
O=C(COc1ccc(/C=N/NS(=O)(=O)c2ccccc2)cc1)NCCc1ccccc1 | 0.6% | 3.1% | -3.7% | 1.9% | 5.0% | inhibitors of VEEV 10K pilot screen=0.8
Cn1c(=O)c2c(nc(NCCNC(=O)c3ccco3)n2Cc2ccccc2)n(C)c1=O | i | -2.6% | 11.4% | -2.7% | 0.8%
O=c1/c(=C\c2ccc(O)cc2)sc2nc(-c3ccccc3)c(-c3ccccc3)n12 | 2.0% | 18.0% | -1.5% | -1.7% | -4.6%
Cc1cccc(C(=O)Nc2cccc3c2CCCC3)c1 | 7.7% | -3.1% | 1.0% | 77.6% | 5.8%
CCCCc1nc2ccccc2c(NC(=O)CN2CCCC2)c1CCC | i | -4.0% | -14.0% | 8.2% | 16.0%
Cc1c(O)ccc(C(=O)CN2CC(C)OC(C)C2)c1O (stereo not given) | 0.5% | 1.2% | 1.1% | 8.3% | 3.6%
Cc1cccc(N/N=C(\C#N)S(=O)(=O)C(C)(C)C)c1 | 1.5% | -1.6% | 4.9% | 26.6% | 3.2%
Cc1cc(NC(=O)CSc2nnc(-c3cccc(Cl)c3)o2)no1 | i | 23.3% | 6.7% | ? | ?
CC(=O)Nc1cccc(-n2nnc(SCC(=O)N(C)c3ccccc3)n2)c1 | 2.3% | 3.2% | -1.9% | 0.4% | -3.4%
CCOC(=O)CC1COc2ccccc2N1C(=O)c1ccc(C)cc1 (stereo not given) | i | -3.5% | 9.0% | 4.8% | 6.2%
Cc1nnc(N/N=C\c2ccc(-c3ccccc3[N+](=O)[O-])o2)n1N | i | 2.9% | -14.6% | . | 2.6%
CCOc1ccc(/C=N/NC(=S)NC2CC3CCC2C3)cc1 (stereo not given) | 1.1% | . | -12.4% | 0.6% | 3.5%
Clc1cccc(N/N=C/c2ccncc2)c1 | i | 7.7% | -4.2% | 74.3% | ?
O=[N+]([O-])c1ccc2oc(C(O)c3cccc(Cl)c3)cc2c1 (stereo not given) | 0.8% | 1.4% | -0.6% | 30.6% | 24.5%
COc1ccc(C(=O)c2cnc(C(C)C)n2C)cc1 | 0.6% | 5.6% | -15.4% | 7.4% | 1.2%
Cc1nnc(SCC(=O)Nc2ccccc2F)n1-c1ccc(F)cc1 | 0.1% | 18.2% | 0.1% | -2.8% | 6.1%
C=CCn1c(=N)c(C(=O)OCC)cc2c(=O)n3cccc(C)c3nc21 | . | . | 9.8% | -13.1% | -0.3%
COC(=O)C(CC(=O)c1ccc(Br)cc1)n1cccn1 (stereo not given) | 0.5% | -6.4% | 3.5% | ? | 3.6%

Rows were taken by chance; overall some 1.4% were active at least once.
